Screening results as filed in PubChem BioAssay.
S3 lipid droplet: qHTS Assay for Lipid Storage Modulators in Drosophila S3 Cells; Drosophila S3 cells, BODIPY lipid droplet fluorescence, 18-24 h; cells fed with added oleic acid; actives 0.64% (n = 320,000); Potency in µM for hits, for the others lipid storage change, negative = inhibition, % at the top dose, mostly 46.1 µM; active = well fitted inhibition curve with a large enough effect in the signal ratio, with a control signal flat, not every such curve was filed as active; inconclusive = small, poorly fitted or top-dose-only effect, or effect the other way, or a change in a side signal; the % refers to the signal ratio
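Drosophila S3 cells loaded with oleic acid (400 uM, as added) and compounds at several concentrations; lipid droplets imaged by 488-nm laser-scanning cytometry, 500–530 nm intensity and object ratio to cell channel. Percent activity normalized to 20 uM Triacsin C.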
S3 lipid droplet cell count max: second read-out of S3 lipid droplet, no call of its own (marks repeat the call); cell number change, %; measured here: cell count max response;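 cells counted by Cell Tracker Red CMTPX staining in the red channel; peak over a dose series mostly up to 46.1 µM; percent activity relative to internal control wells on each plate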
Active calls of the source: *; i = inactive; ? = inconclusive; · = no result given; [ ] = another dose, or the depositor's remark. % is set by controls: 0 for no effect and ±100 for the full control effect; potency is the fitted concentration of half-maximal effect.

SMILES	S3 lipid droplet	S3 lipid droplet cell count max
O=C(Cn1ccc2ccccc2c1=O)NCCC(=O)N1CCN(c2cccc(Cl)c2)CC1	?	·
Cc1[nH]c2ccccc2c1SCC(=O)NNC(=O)Nc1ccc(OC(F)(F)F)cc1	?	·
Cc1cc(C)c2nc(SC(C)C(=O)NCC(=O)Nc3ccc(F)c(F)c3F)cc(C)c2c1 (stereo not given)	9%	0
Cc1nc2ccccn2c(=O)c1NC(=O)c1cccc2ccccc12	?	·
O=C(NCc1ccccc1)Nc1cccn(Cc2c(F)cccc2Cl)c1=O	?	·
Cc1c(NC(=O)CCCCCN2C(=O)C3C4C=CC(C4)C3C2=O)c(=O)n(-c2ccccc2)n1C (stereo not given)	14%	10
COc1ccc(/C=C(\NC(=O)c2ccccc2)C(=O)N2CCN(C)CC2)cc1	i	3
COc1ccc(C)cc1S(=O)(=O)Nc1cc2c3c(c1)C(C)C(=O)N3CCC2 (stereo not given)	?	·
Cc1c(NC(=O)C(C)N(c2ccccc2)S(C)(=O)=O)c(=O)n(-c2ccccc2)n1C (stereo not given)	-5%	-6
Cn1c(CSCc2ccc(Cl)cc2)nnc1SCC(=O)Nc1nccs1	-26%	16
Cc1ccc(C)n1-c1ccc(C#N)cn1	?	·
COc1ccc(S(=O)(=O)N(C)CC(=O)NCc2cccnc2)cc1	?	·
O=C(OCCCN1CCOCC1)c1ccc(O)c(O)c1	?	·
CC(C)NC(=O)Cn1cnc2c1c(=O)n(C)c(=O)n2C	?	·
C=CCN1C(=O)C(CC(=O)Nc2ccccc2)S/C1=N/c1nccs1 (stereo not given)	2%	13
CCn1nc(NC(C)=O)c2cc3ccc(C)cc3nc21	?	·
CCN(CC)S(=O)(=O)c1ccc(N2CCCCC2)c(NC(=O)/C=C/c2ccc(OC)c(OC)c2)c1	-5%	-6
O=c1c2ccccc2c(/C=N/n2cnnc2)c(O)n1-c1ccccc1	?	·
COc1ccccc1CC(=O)NCCCc1ccccc1	?	·
CCCCCN(C(=O)NC(=O)Nc1ccccc1OC)S(C)(=O)=O	-8%	·
Cc1ccc(NC(=O)c2c3c(nc4ccccc24)CCC3)cc1	?	·
Cc1ccc(/C=C/C(=O)NC(=S)N2CCN(c3ccc(F)cc3)CC2)cc1	18%	9
Cc1ccc(/C=N/NC(=O)c2ccc(OC3CCCC3)cc2)o1	?	·
Cc1ccc(CNC(=O)[C@@H](NC(=O)Cc2ccccc2)C(C)C)cc1	i	1
CCOC(=O)C1CCCN(C(=O)COc2ccccc2F)C1 (stereo not given)	?	·
COc1ccccc1CNC(=O)COC(=O)C1=COCCO1	?	·
FC(F)(F)c1ccnc(NCc2ccco2)n1	-3%	26
CCC(=O)c1cccc2c1N=CC1=C(CC(C)(C)CC1=O)N2	?	·
COc1ccc(C(=O)N2CCCN(C)CC2)c(OC)c1	i	2
NC(=O)c1ccc(NC(=O)C#Cc2ccccc2)cc1	i	·
COc1ccc(NC(=O)C2CCCN2C(=O)NC2CCCCC2)cc1 (stereo not given)	?	·
O=C(CSc1nnc2ccccn12)NCc1ccco1	0%	0
O=c1[nH]cnc2nn(-c3ccccc3)nc12	11%	1
Cc1ccc(Cl)cc1N1CCN(Cc2nnnn2C2CCCCC2)CC1	-1%	-12
C=CCc1ccc(OCC(O)CN2CCc3ccccc3C2)c(OC)c1 (stereo not given)	i	1
COC(=O)CNC(=O)C(NC(=O)c1ccc(Cl)cc1)C(C)C (stereo not given)	26µM*	12*
COc1ccc(N2CCN(Cc3cc(=O)c(OCC(=O)NC4CCCC4)co3)CC2)cc1	i	-6
CC1=CC(=O)C=C(C)C1=NOS(=O)(=O)c1ccccc1	?	·
CC(C)(CNS(=O)(=O)c1ccc2ccccc2c1)N1CCOCC1	?	·
CCCC[C@H]1COCCS(=O)(=O)N1Cc1cccc([N+](=O)[O-])c1	?	·
O=C(N/N=C/c1ccccn1)c1cccc(NC(=O)c2ccccc2Cl)c1	?	·
CCOC(=O)CCS(=O)(=O)c1ccc(-c2ccc(S(=O)(=O)CCC(=O)OCC)cc2)cc1	20%	10
CCCn1c(C(O)c2ccc(OCC)cc2)nc2ccccc21 (stereo not given)	4%[9.22 µM]	11
Cc1ccccc1OCCCC(=O)Nc1ccc(S(=O)(=O)Nc2onc(C)c2C)cc1	?	·
O=C(CNC(=O)c1cccs1)N/N=C/c1ccc(O)cc1O	1%	8
O=C(NCC(=O)N(Cc1cccs1)C(C(=O)NC1CCCC1)c1ccco1)c1cccs1 (stereo not given)	?	·
S=C(Nc1ccc(Br)cc1Cl)N1CCC2(CC1)OCCO2	-2%	-7
CCN(CC)S(=O)(=O)c1ccc(C(=O)NCc2nnc(SCC(=O)OC)n2C)cc1	?	·
COc1ccc(OC)c(NC(=O)C(Sc2ccccc2)c2ccccc2)c1 (stereo not given)	?	·
CCc1c(C)c2ccc(O)c(CN(C)C)c2oc1=O	3%	-13
C=CCn1c(SCC(=O)Nc2cc(OC)c(NC(=O)c3ccco3)cc2OC)nnc1-c1ccncc1	?	·
C=CCn1c(C)cc(C(=O)CSc2nnc3c(Cl)cc(Cl)cn23)c1C	?	·
CC(C)c1ccc2[nH]c3nc(SCC(=O)N4CCOCC4)nnc3c2c1	-1%	-12
Cc1ccc2[nH]c(=O)c(CN(Cc3ccco3)S(=O)(=O)c3c(C)ccc4nsnc34)cc2c1	12%	13
COc1ccc(CC(=O)NNC(=O)c2ccc(SCc3cc(F)ccc3F)c([N+](=O)[O-])c2)cc1	?	·
Cc1nn(C)c(NC(=O)c2ccc(Cl)cc2)c1Cl	?	·
CCn1c(C(O)c2ccc3c(c2)OCO3)nc2ccccc21 (stereo not given)	?	·
O=C(O)c1cc(NN=Nc2ccc(Br)cc2)cc([N+](=O)[O-])c1	3%	-4
O=c1cc(-c2ccc(Br)cc2)[nH][nH]1	?	·
O=C(Nc1ccc(Br)cc1Cl)c1ccc2c(=O)n3c(nc2c1)CCC3	26%	8

Next entries.
SMILES	S3 lipid droplet	S3 lipid droplet cell count max
Clc1ccc(-c2cn3cc(Cl)ccc3n2)cc1	10%	-1
CCOC(=O)N1CCN(C(=S)NC(=O)c2ccc(F)cc2)CC1	-1%	26
Cc1nc2ncccn2c1-c1csc(Nc2cccc(C(=O)O)c2)n1	?	·
COc1ccc(OC)c(S(=O)(=O)N2CCN(c3ccccn3)CC2)c1	-23%	-24
O=C(COC(=O)CNC(=O)c1ccc(Cl)cc1Cl)NC1CCCCCCC1	?	·
CCS(=O)(=O)N1CCN(c2ccccc2)CC1	-16%	1
O=C(N/N=C/c1cccs1)c1cc(C2CC2)nc2ccccc12	18%	-5
CCOC(=O)/C=C/C(=O)Nc1ccc(S(=O)(=O)Nc2c(C)cc(C)cc2C)cc1	?	·
Cc1[nH]c(-c2ccc(F)cc2)cc1C(=O)N1CCN(c2ccc(Cl)cc2)CC1	?	·
COc1cc(NS(=O)(=O)c2ccc(NC(=O)c3ccc(S(=O)(=O)N4CCCCC4)cc3)cc2)ncn1	?	·
COc1ccccc1NC(=O)NNC(=O)c1ccc2ccccc2c1O	-27%	10
CCCn1cnc2cc(NCc3ccccc3O)ccc21	-17%	-23
CCOc1ccc(/C=C/C(=O)NC2CCCCC2)cc1	?	·
C=CCn1c(COc2ccccc2)nnc1SC(C)C(=O)N/N=C/c1cc(Cl)ccc1O (stereo not given)	i	-7
O=C(c1ccc(CS(=O)c2cccc(Cl)c2)o1)N1CCCCCC1 (stereo not given)	i	-1
Cc1cc(C)n(CCCNC(=O)c2ccc(C)o2)n1	?	·
C/C(=N\OC(=O)c1ccccc1)c1c(C)nc2cc(C)ccn12	1%	·
COc1ccc(OC)c(S(=O)(=O)N2CCC(C(=O)Nc3cccc(C)c3)CC2)c1	?	·
CCCN(Cc1cc2cccc(C)c2[nH]c1=O)S(C)(=O)=O	?	·
O=C(Nc1cccc2ccccc12)NC1CCCCC1O (stereo not given)	6%	7
COc1cc(OC)cc(C(C)=O)c1	9%	1
Cc1ccc2c(CC(=O)N3CCOCC3)coc2c1	-9%	-1
COC(=O)[C@@]12CCCN1[C@H](c1ccc(-c3ccc(C(C)=O)cc3)c(OC)c1)[C@H]1C(=O)N(C)C(=O)[C@H]12	?	·
CCOC(=O)CSc1nnc([C@H](Cc2ccccc2)NC(=O)OC(C)(C)C)o1	11%	15
CC1CCC(C(C)C)C(OC(=O)Cn2c(-c3ccc(F)cc3)[n+](C)c3ccccc32)C1 (stereo not given)	?	·
CC(C(=O)c1ccccc1)n1c(N2CCOCC2)nc2c1c(=O)n(C)c(=O)n2C (stereo not given)	?	·
CC(C)(C)NC(=O)NC(=O)COC(=O)c1cc(=O)[nH]c2ccccc12	?	·
COCCNC(=O)CCCn1c(=O)c2ccccc2n(Cc2cccc([N+](=O)[O-])c2)c1=O	3%	2
CCn1nc(C)c(CN2CCCC(CO)(Cc3cccc(Cl)c3)C2)c1C (stereo not given)	i	-4
Cc1cc(C)n2nc(SCCOc3ccccc3)nc2n1	11%	5
CC(C)Cc1nc(Nc2ccccc2C#N)c2nnn(Cc3ccccc3)c2n1	12%	12
CN(C)c1ccc(/C=C/C(=O)c2ccc3c(c2)OCO3)cc1	?	·
Cc1ccc(S(=O)(=O)N2CCCC2)cc1C(=O)NCCN1CCOCC1	?	·
Cc1c2cnn(-c3ccccc3)c(=O)c2c(C)n1CCCC(=O)N1CCN(C)CC1	2%	5
CCC(CC)=NNc1ccc([N+](=O)[O-])cc1[N+](=O)[O-]	i	·
CN(Cc1ccccc1)S(=O)(=O)c1cc2c3c(c1)CCN3C(=O)CC2	?	·
c1ccc2c(c1)NC(CN1CCOCC1)CO2 (stereo not given)	-2%	·
CC(=O)N1CCN(C(=O)COC(=O)COc2ccc(C#N)cc2)CC1	-14%[0.0737 µM]	-12
CN1CCN(S(=O)(=O)c2ccc3c4c(cccc24)C(=O)N3)CC1	8%	17
CC1=NN(C(N)=S)C(=O)C1N=Nc1ccc([N+](=O)[O-])cc1 (stereo not given)	?	·

Some of the entries so far, bar-delimited:
structure | S3 lipid droplet | S3 lipid droplet cell count max
O=C(Cn1ccc2ccccc2c1=O)NCCC(=O)N1CCN(c2cccc(Cl)c2)CC1 | ? | ·
Cc1[nH]c2ccccc2c1SCC(=O)NNC(=O)Nc1ccc(OC(F)(F)F)cc1 | ? | ·
Cc1cc(C)c2nc(SC(C)C(=O)NCC(=O)Nc3ccc(F)c(F)c3F)cc(C)c2c1 (stereo not given) | 9% | 0
Cc1nc2ccccn2c(=O)c1NC(=O)c1cccc2ccccc12 | ? | ·
O=C(NCc1ccccc1)Nc1cccn(Cc2c(F)cccc2Cl)c1=O | ? | ·
Cc1c(NC(=O)CCCCCN2C(=O)C3C4C=CC(C4)C3C2=O)c(=O)n(-c2ccccc2)n1C (stereo not given) | 14% | 10
COc1ccc(/C=C(\NC(=O)c2ccccc2)C(=O)N2CCN(C)CC2)cc1 | i | 3
COc1ccc(C)cc1S(=O)(=O)Nc1cc2c3c(c1)C(C)C(=O)N3CCC2 (stereo not given) | ? | ·
Cc1c(NC(=O)C(C)N(c2ccccc2)S(C)(=O)=O)c(=O)n(-c2ccccc2)n1C (stereo not given) | -5% | -6
Cn1c(CSCc2ccc(Cl)cc2)nnc1SCC(=O)Nc1nccs1 | -26% | 16
Cc1ccc(C)n1-c1ccc(C#N)cn1 | ? | ·
COc1ccc(S(=O)(=O)N(C)CC(=O)NCc2cccnc2)cc1 | ? | ·
O=C(OCCCN1CCOCC1)c1ccc(O)c(O)c1 | ? | ·
CC(C)NC(=O)Cn1cnc2c1c(=O)n(C)c(=O)n2C | ? | ·
C=CCN1C(=O)C(CC(=O)Nc2ccccc2)S/C1=N/c1nccs1 (stereo not given) | 2% | 13
CCn1nc(NC(C)=O)c2cc3ccc(C)cc3nc21 | ? | ·
CCN(CC)S(=O)(=O)c1ccc(N2CCCCC2)c(NC(=O)/C=C/c2ccc(OC)c(OC)c2)c1 | -5% | -6

(listing goes on)
SMILES	S3 lipid droplet	S3 lipid droplet cell count max
COc1ccc(CNC(=O)[C@@H](NC(=O)C2CCN(C(=O)[C@@H]3CCCN3C(=O)OC(C)(C)C)CC2)C(C)C)cc1	?	·
Cc1ccc(SCCCCN2CCOCC2)cc1	?	·
Cc1cc(C(=O)Nc2nccs2)c2cc(F)ccc2n1	?	·
CCN(CC)C(=S)NC(=O)c1cc(OC)c(OC)c(OC)c1	-16%[9.22 µM]	-7
COC(=O)c1ccc(NC(=O)COC(=O)C2CC(=O)N(Cc3ccccc3)C2)cc1 (stereo not given)	?	·
O=C(N/C(=C\c1cccnc1)C(=O)N1CCOCC1)c1cccc(Br)c1	?	·
Cc1nn(C/C(C#N)=N\O)c(C)[n+]1N	?	·
CCCc1nc2oc3c(NCCCN(C)C)ncnc3c2c2c1CCCC2	-7%	-3
CCOc1ccc(-c2nnn(CC(=O)c3ccc4c(c3)OCCO4)n2)cc1OCC	?	·
CCOc1ccccc1C1C(C(=O)OC)=CN(C)C=C1C(=O)OC	8%	-3
COc1cc(C(=O)NCC2CCCO2)ccc1OCc1c(C)noc1C (stereo not given)	?	·
CCOC(=O)N1CCN(C(=O)CSCc2ccccc2)CC1	?	·
CCOc1ccccc1CN1CCN(Cc2ccc3cc(F)ccc3n2)CC1CCO (stereo not given)	?	·
O=C(CSCCOc1ccccc1)NCc1ccncc1	-1%	-4
Cc1cc(NC(=O)CSc2nc3cc(C)c(C)cc3cc2C)no1	?	·
CCOC(=O)c1sc(-c2ccccc2)cc1NC(=O)Nc1ccc([N+](=O)[O-])cc1	?	·
NC(=O)c1nsc(C(=O)N(c2ccccc2F)C(C(=O)NCc2ccccc2)c2ccc(O)cc2)c1N (stereo not given)	i	3
O=C(Nc1cc(Sc2ccccn2)cc([N+](=O)[O-])c1)c1ccc(Cl)cc1	-28%	8
COc1cc(C(=O)Nc2sc3c(c2C(=O)O)CCC3)cc(OC)c1OC	?	·

A portion of the library. The share of hits here may be higher or lower than overall.
